Luc counter = Counterscreen for Luciferase (Kinase-Glo TM) Inhibition; Luciferin 4-monooxygenase (Photuris pensylvanica), Q27757; 200,000 compounds, 0.28% hits; AID 1379, 2008; Kinase-Glo luciferase, ATP luminescence, 8 min; Potency, µM (top dose mostly 38.3 µM), without a hit: at the highest dose activity change, negative = inhibition, most hits filed as inhibitors; note: potency is the fitted concentration of half-maximal effect; % is set by controls: 0 for no effect and ±100 for the full control effect; nearly all actives have a fitted effect of over 60% in size
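Compounds were added to a substrate mix at pH 7.2 (50 mM imidazole, 10 uM ATP, within the enzyme's linear range), followed by Kinase-Glo detection reagent; luminescence was measured after 8 minutes at ambient temperature.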
Epigenetic derep = Quantitative High-Throughput Screen for Regulators of Epigenetic Control; murine LDR cells, GFP reporter derepression, 30 h; Potency, µM (doses to about 53.9 µM), for inactives: at the top dose GFP activation, usual class: activators; 280,000 compounds, 0.2% hits; AID 1865, 2009; note: potency is the fitted concentration of half-maximal effect; % of control where 0% means no effect; nearly all actives have a fitted effect of over 60% in size
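Reporter derepression read as number of fluorescent GFP-positive objects, 20-120 um in size, counted by laser-scanning cytometer. Mouse LDR line with an epigenetically silenced CMV-GFP locus; compound incubation 30 h, 37 C.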
L3MBTL1 inh = qHTS Assay for the Inhibitors of L3MBTL1. Lethal(3)malignant brain tumor-like protein 1 (Homo sapiens), Q9Y468. AlphaScreen L3MBTL1–H3K9me1 peptide binding. Potency, µM (top dose mostly 57.1 µM), for inactives: at the top dose activity, negative = inhibition, actives largely listed as inhibitors. 230,000 compounds, 0.66% hits. AID 485360, 2010; note: potency is the fitted concentration of half-maximal effect; % is set by controls: 0 for no effect and ±100 for the full control effect; nearly all actives have a fitted effect of over 60% in size
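AlphaScreen assay: L3MBTL1 (50 nM final) was preincubated 30 min at room temperature with biotinylated H3(1-15)K9me1 peptide (75 nM final), then 30 min with library compounds; streptavidin donor and nickel chelate acceptor beads (10 ug/mL final) added, 30 min dark.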
IMPase Li cell = qHTS Assay for Identifying the Cell-Membrane Permeable IMPase Inhibitors: Potentiation with Lithium | 210,000 compounds, 0.35% hits | AID 1457, 2008 | CHO-M1 cells, IP1 TR-FRET (IP-One), carbachol + lithium | Potency, µM (highest dose often 59.4 µM), for inactives: top-dose activity, negative = IMPase inhibition, usual class: inhibitors;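 note: IP1 builds up when IMPase is blocked and the TR-FRET signal falls; potency is the fitted concentration of half-maximal effect; plate controls were basal vehicle for no effect and high inhibitor control for full effect; nearly all actives have a fitted effect of over 50% in size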
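Concentration–response in CHO-M1 cells, lithium-potentiated; 30 min at 37C. IP1 detected by competitive TR-FRET after 10 min lysis at RT. Hill-fitted AC50.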
CBFb RUNX1 block = qHTS Assay for Compounds Blocking the Interaction Between CBF-beta and RUNX1 for the Treatment of Acute Myeloid Leukemia; Runt-related transcription factor 1 (Homo sapiens) + Core-binding factor subunit beta …; AlphaScreen CBFb-His/RUNX1-biotin binding, biochemical; Potency, µM (doses to about 59.8 µM), without a hit: top-dose activity, negative = inhibition, actives largely listed as inhibitors; 230,000 tested, under 10 active; note: % of control where 0% means no effect
Target sequence (Q01196 whole entry, looked up): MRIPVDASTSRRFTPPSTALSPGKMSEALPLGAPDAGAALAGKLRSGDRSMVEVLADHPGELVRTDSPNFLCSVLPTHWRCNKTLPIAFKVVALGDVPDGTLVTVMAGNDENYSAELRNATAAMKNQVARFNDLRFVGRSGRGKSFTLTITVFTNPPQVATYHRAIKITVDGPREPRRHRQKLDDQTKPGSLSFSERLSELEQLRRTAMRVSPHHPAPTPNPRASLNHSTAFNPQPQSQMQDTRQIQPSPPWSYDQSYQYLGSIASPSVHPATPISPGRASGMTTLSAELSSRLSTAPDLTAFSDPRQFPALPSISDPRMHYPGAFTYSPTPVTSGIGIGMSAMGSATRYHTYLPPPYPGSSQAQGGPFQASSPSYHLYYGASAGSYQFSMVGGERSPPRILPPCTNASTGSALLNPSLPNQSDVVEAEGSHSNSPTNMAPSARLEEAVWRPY
Target sequence (Q13951 whole entry, looked up): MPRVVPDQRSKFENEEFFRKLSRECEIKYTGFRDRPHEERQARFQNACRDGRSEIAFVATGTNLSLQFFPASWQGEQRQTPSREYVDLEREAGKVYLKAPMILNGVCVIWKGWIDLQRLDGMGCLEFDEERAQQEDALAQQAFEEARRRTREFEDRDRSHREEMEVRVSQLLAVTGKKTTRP
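CBFb-His/RUNX1-biotin, 30 nM each, preincubated 20 min RT; compound 15 min RT; Ni + streptavidin beads 50 ng each, 90 min RT; AlphaScreen read.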
NPSR antag = qHTS Assay for Antagonists of the Neuropeptide S Receptor: cAMP Signal Transduction; 220,000 compounds, 1% hits; Potency, µM (top dose mostly 38.3 µM), inactives show at the top dose activity change, negative = inhibition, actives largely listed as inhibitors; CHO-NPSR cells, cAMP TR-FRET, antagonist mode; Q6W5P4; note: potency is the fitted concentration of half-maximal effect; % is set by controls: 0 for no effect and ±100 for the full control effect; nearly all actives have a fitted effect of over 50% in size; many of its hits are not listed in these tables
Target sequence (Q6W5P4 whole entry, looked up): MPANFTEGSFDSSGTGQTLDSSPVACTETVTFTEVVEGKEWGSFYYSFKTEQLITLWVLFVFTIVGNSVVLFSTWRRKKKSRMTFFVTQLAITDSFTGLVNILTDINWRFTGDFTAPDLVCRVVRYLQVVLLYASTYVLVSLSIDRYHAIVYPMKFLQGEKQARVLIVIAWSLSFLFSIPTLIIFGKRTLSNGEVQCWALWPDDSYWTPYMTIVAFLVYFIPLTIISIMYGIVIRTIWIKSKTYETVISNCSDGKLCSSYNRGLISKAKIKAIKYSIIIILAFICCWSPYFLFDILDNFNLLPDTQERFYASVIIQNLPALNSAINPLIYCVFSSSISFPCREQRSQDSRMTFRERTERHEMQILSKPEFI
HTT aggregate = qHTS Multiplex Assay to Identify Dual Action Probes in a Cell Model of Huntington: Aggregate Formation (GFP). 220,000 compounds, 1.1% hits. AID 1688, 2009. PC12 HttQ103-GFP aggregates, Acumen cytometry, 40 h. Potency, µM (top dose mostly 46.1 µM), inactives show top-dose activity change, negative = inhibition, most hits filed as inhibitors; note: potency is the fitted concentration of half-maximal effect; % is set by controls: 0 for no effect and ±100 for the full control effect; nearly all actives have a fitted effect of over 60% in size
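Using laser scanning cytometry, GFP-positive aggregates were counted after lysis of PC12 cells induced with 100 nM tebufenozide to express HTT exon 1 Q103–GFP. Compounds were tested in titration.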
* marks the source's active call; other numbers are inactive results; ? = inconclusive; . = not tested or not shown; [ ] = another dose, or the depositor's remark. Calls come from the whole dose curve; as a rule, active = well fitted curve in the direction sought with a large enough effect; inconclusive = small, poorly fitted or top-dose-only effect, or another doubt; inactive = no such curve, though single readings can be large; an effect the other way counts as inactive or inconclusive. Only part of the results is shown, so the mix of outcomes need not match the whole.

SMILES | CBFb RUNX1 block | NPSR antag | IMPase Li cell | L3MBTL1 inh | HTT aggregate | Epigenetic derep | Luc counter
Cc1cc(C)c2c(n1)sc1c(=O)n(Cc3ccccc3Cl)nnc12 | 1% | -3%[46.1 µM] | 5%[38.3 µM] | . | -11% | -1.4% | -1%
Cc1ccc(CS(=O)(=O)c2nc3c(c(N(C)C)n2)CCCC3)cc1 | 3% | -35% | 12% | 0% | 13% | 1.5% | -18%
O=C(OC1CCOC1=O)c1ccc(S(=O)(=O)N2CCCCCC2)cc1 (configuration not stated) | -1% | -6%[46.1 µM] | 17%[38.3 µM] | -11% | 1% | -6.3% | -2%
Cc1ccc(NC(=O)CCC(=O)NNC(=S)Nc2ccccc2)c(C)c1 | -2% | 16% | 1% | -4% | 8%[9.22 µM] | -0.1% | -1%
Clc1ccccc1CSc1nnc(/C=C/c2ccccc2)o1 | ? | ? | 28%[38.3 µM] | 43%[activator] | -3% | 1.4% | -1%
O=C1N/C(=C/c2ccc(Br)cc2)C(O)=C1C=NCc1ccccc1 | -10% | 2% | -7% | -5% | -15% | 0.0% | 1%
CC(=O)CCc1ccc(OC(=O)c2cccnc2)cc1 | -14% | 7%[46.1 µM] | -4% | 2% | 10% | -0.8% | 2%
O=C(NCCc1cn2ccccc2n1)c1ccccc1F | 4% | -8%[46.1 µM] | 13%[38.3 µM] | 2% | -7% | -1.2% | -2%
CCOC(=O)NC(=O)CSc1nc(C)cc(C(F)(F)F)c1C#N | 0% | -12%[46.1 µM] | 21%[38.3 µM] | . | 10µM* | 0.9% | -1%
Cc1ccc(N(CC(=O)Nc2ccc3c(c2)OCCO3)S(C)(=O)=O)cc1 | 1% | -3% | 15% | -9% | 15%[9.22 µM] | -1.1% | 3%
Cn1c(C2CCCCC2)nc2c1c(=O)[nH]c(=O)n2Cc1ccccc1 | -2% | -20% | 8% | -13% | -3%[9.22 µM] | 2.3% | 2%
CC(=O)NS(=O)(=O)c1ccc(NC(=S)NC(=O)c2ccco2)cc1 | -2% | -7%[46.1 µM] | -5%[38.3 µM] | 9% | 17% | -0.3% | -2%
CNS(=O)(=O)c1cccc2nsnc12 | 3% | 1%[46.1 µM] | 8% | 1% | 11% | 0.0% | 0%
CCC(=O)N(Cc1cc2cccc(C)c2[nH]c1=O)c1ccccc1OC | -6% | -13%[46.1 µM] | -5%[38.3 µM] | -8% | -20% | -2.6% | -7%
O=C(CC1SC(=Nc2ccccc2)N(Cc2ccccn2)C1=O)Nc1cccc(Cl)c1 (configuration not stated) | -2% | ? | 3% | -10% | ? | 1.1% | -1%
COc1ccccc1N1C(=O)CC(N2CCc3ccccc32)C1=O (configuration not stated) | ? | -17%[46.1 µM] | 10%[38.3 µM] | ? | ? | -2.7% | -2%
Nc1ncnc2c1ncn2C1CCC(CO)C(O)C1 (configuration not stated) | 10% | -3%[46.1 µM] | -15%[38.3 µM] | 4% | -12% | 0.0% | 2%
Cc1ccc(C(=O)c2c(NC(=O)c3ccccc3C)sc(C)c2C)cc1 | -10% | -12%[46.1 µM] | -6% | -13% | -18% | -0.9% | 1%
O=C(NNc1cccc(Cl)n1)c1c(Cl)cccc1Cl | -4% | 2%[46.1 µM] | 9%[38.3 µM] | -1% | -3% | 3.4% | -1%
O=C(N/N=C/c1ccccn1)c1ccc([N+](=O)[O-])cc1 | -1% | -25% | 5% | -18% | -17% | 6.8% | -4%
Cc1nnc2n(c1=O)C(CS(=O)(=O)c1ccc3ccccc3c1)CS2 (configuration not stated) | -2% | 4% | 7% | . | -27% | 1.1% | 3%
O=C(c1ccc(Cl)cc1)N1CCC(O)(CSc2ccc(Cl)cc2)CC1 | 0% | -17%[46.1 µM] | 24%[38.3 µM] | -5% | -28% | -1.1% | -7%
CC(C)OP(=O)(OC(C)C)C(C)NC(=O)Cc1ccccc1 (configuration not stated) | ? | 12% | 1% | -7% | -13% | 2.5% | -3%
COC(=O)c1ccc(CSc2ncnc3c2oc2ccccc23)o1 | 0% | ? | ? | 4% | 17% | -0.9% | 0%
c1ccc(Cn2c(-c3cncs3)nc3ccccc32)cc1 | -5% | -14%[46.1 µM] | 21%[38.3 µM] | . | 14% | 0.0% | -7%
Cc1ccc(C(=O)COC(=O)c2ccc(-c3cnc4ccccc4n3)cc2)cc1C | 1% | -1% | -11% | 0% | -2% | 0.0% | -2%
COC(=O)c1ccc(COc2cc([N+](=O)[O-])cc3cccnc23)o1 | 8% | -13% | -9% | 6% | 6%[9.22 µM] | 2.1% | -3%
Cc1cc(=O)[nH]c(Sc2c(-c3ccccc3)c3ccccc3[nH]c2=O)n1 | -15% | -3%[46.1 µM] | ? | -5% | 7% | -0.9% | -2%
COC(=O)c1c(NC(=O)COC(=O)c2ccc(Cl)cc2[N+](=O)[O-])sc2c1CCCCC2 | 2% | -36% | 2% | 1% | 7% | 2.3% | 1%
COc1ccccc1N(CC(=O)Nc1ccccc1C(=O)NC(C)C)S(C)(=O)=O | 4% | 5%[46.1 µM] | -1%[38.3 µM] | -1% | 6% | -7.2% | -5%
O=C(O)c1ccc(-n2ccnc2)c([N+](=O)[O-])c1 | 5% | 14% | 9% | 8% | 4% | 0.0% | -1%
COC(=O)N[C@@H](/C=C/c1ccccc1)C[N+](=O)[O-] | 10% | . | 4% | . | . | -1.1% | 2%
Cn1cnnc1SCC(=O)N1CCC(Cc2ccccc2)CC1 | 5% | -4%[46.1 µM] | 3%[38.3 µM] | 0% | -16% | -0.4% | -3%
CC(C)c1nnc(NC(=O)CCC(=O)Nc2ccc(F)cc2)s1 | 3% | -7%[46.1 µM] | -3%[38.3 µM] | 11% | -13% | -0.3% | 0%
CCOc1cc(/C=N/NC(=O)C(=O)Nc2cc(Cl)ccc2C)ccc1O | 22% | 9% | 4% | 1% | 4% | 4.5% | -2%
CC(C)(C)Nc1nc(C(N)=O)nc(N2CCOCC2)n1 | 5% | 3%[46.1 µM] | 18%[38.3 µM] | -5%[11.4 µM] | -28% | 0.0% | -2%
CC(=O)Nc1cccc(OCC(O)Cn2cnc3ccccc32)c1 (configuration not stated) | -2% | -3%[46.1 µM] | 25%[38.3 µM] | -2% | 13% | 0.9% | -4%
C/C(=N/OC(=O)c1c(-c2c(F)cccc2Cl)noc1C)c1cnccn1 | 7% | 22% | 9% | 2% | -15% | 1.3% | 1%
CN(C)S(=O)(=O)c1cc(NC(=O)CN2CCN(c3ccc(O)cc3)CC2)ccc1Cl | -7% | 3% | 7% | -8% | -1% | -5.3% | 4%
CC(=O)c1ccc(Oc2ncnc3sccc23)c(CN2CCOCC2)c1 | 3% | -3%[46.1 µM] | 1% | -2% | 11% | -1.0% | 1%
COc1cccc(-c2ccc(SCc3ccccn3)nn2)c1 | 4% | 9% | 3% | 5% | 26% | -1.6% | -16%
CSc1ccccc1C(=O)C1CCCN(C(=O)c2ccc(N3CCOCC3)cc2)C1 (configuration not stated) | -4% | 11% | 10% | -8% | 5%[9.22 µM] | -1.1% | -1%
S=C(NCc1ccc2c(c1)OCO2)Nc1ccc2nsnc2c1 | 2% | -59% | -7% | -26% | -13% | 1.7% | -2%
Cc1cc(C)c(S(=O)(=O)/N=C2\C=CC(=O)C(Cl)=C2)c(C)c1 | -9% | 0%[46.1 µM] | 21%[38.3 µM] | . | 4%[1.84 µM] | -1.0% | -1%
COc1cccc(-c2nc(-c3ccc(NC(=O)c4ccncc4)cc3)no2)c1 | -1% | -16%[46.1 µM] | -15%[38.3 µM] | . | -7% | 2.9% | 0%
Cc1ccccc1OCC(=O)OCC(=O)Nc1ccc(S(N)(=O)=O)cc1 | 0% | 7% | -1% | -4% | 9% | 1.1% | 0%
CCCCN(C(=O)Cc1cccc(F)c1)c1c(N)n(CCC)c(=O)[nH]c1=O | 8% | 8% | 6% | 2% | 31% | 0.5% | 2%
COc1cc(/C=C/C(=O)N(C)c2ccccc2C(=O)O)cc(OC)c1OC | 2% | -4%[46.1 µM] | -12%[38.3 µM] | 6% | 14% | -0.9% | -1%
Cc1nn(C2CCS(=O)(=O)C2)c(Cl)c1/C=C/C(=O)OCC(=O)Nc1ccccc1OC(F)F (configuration not stated) | 2% | -12%[46.1 µM] | 23%[38.3 µM] | . | 3% | 0.6% | -3%
COc1ccc(OC)c(N(CC(=O)Nc2cccnc2)S(=O)(=O)c2ccc(C)cc2)c1 | 4% | -1%[46.1 µM] | 19%[38.3 µM] | . | 32% | 0.9% | -1%
CCc1[nH]c(=O)c(C#N)c2c1CCCC2 | -6% | -8%[46.1 µM] | 6%[38.3 µM] | . | 9% | 0.0% | 2%
CCOc1ccc(CNC(=O)CCS(=O)(=O)Cc2ccc(C)cc2)cc1OC | -3% | 17% | 2% | . | -17% | 0.0% | -2%
COc1ccc(NC(=O)CC2Nc3cc(C)c(C)cc3NC2=O)c([N+](=O)[O-])c1 (configuration not stated) | 0% | -10% | 4% | 13% | 15%[9.22 µM] | -1.4% | -2%
COCC(=O)N/N=C/c1ccc(Sc2nc3ccccc3s2)o1 | -11% | ? | -14%[38.3 µM] | 3% | -10% | -0.9% | -3%
O=C(Nc1cccc2nsnc12)c1ccc2c(c1)OCO2 | 22% | -1%[46.1 µM] | 17%[38.3 µM] | 22% | -20% | -1.0% | -15%
CCOC(=O)c1cc(NC(=O)N(C(C)C)C(C)C)c(C)nc1C | 2% | -5%[46.1 µM] | 12%[38.3 µM] | . | 4% | 3.2% | -3%
CCCCOC(=O)c1ccc(NC(=O)CSc2nnnn2C)cc1 | 6% | 6% | -2% | 6% | 19%[9.22 µM] | 2.1% | 2%
CCn1c(SCC(=O)N2CCCc3ccccc32)nnc1-c1c[nH]c2ccccc12 | -1% | -24%[46.1 µM] | 0%[38.3 µM] | ? | -12% | -1.5% | 1%

Entries of single compounds as entered above. Values in the order: CBFb RUNX1 block, NPSR antag, IMPase Li cell, L3MBTL1 inh, HTT aggregate, Epigenetic derep, Luc counter
CCOc1ccc(CNC(=O)CCS(=O)(=O)Cc2ccc(C)cc2)cc1OC as listed: -3%, 17%, 2%, ., -17%, 0.0%, -2%
CCCCOC(=O)c1ccc(NC(=O)CSc2nnnn2C)cc1 as listed: 6%, 6%, -2%, 6%, 19%[9.22 µM], 2.1%, 2%
